# Source: PubChem BioAssay (National Center for Advancing Translational Sciences (NCATS))
# GRP78 ERSR act – ER stress response induction in glioma; U87-MG GRP78 promoter luciferase reporter, 16 h; Potency, µM, for the others: at the highest dose activation, usual class: activators; 420,000 tested, 0.02% active; AID 602332; also: potency is read from the fitted curve at half-maximal effect; series mostly up to about 76 µM; % of control where 0% means no effect; nearly all actives have a fitted effect of over 35% in size
#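 Stably transfected U87-MG glioma cells carrying a GRP78-based luciferase sensor; 16 h compound incubation. Luminescence end-point read 10 min after Bright-Glo addition at room temperature.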
# LDHA inh – blocks human lactate dehydrogenase A; purified LDHA, NADH/diaphorase-resazurin fluorescence; active compounds read low; 480,000 tested, 0.15% active; activity change, % (values are at about 110 or 230 µM); in the data active = activity change below about -30%; inconclusive = mostly about -25% to -30%;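 also: plate controls were DMSO wells for no effect and wells without enzyme for full effect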
#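 Enzyme activity of human lactate dehydrogenase 5 (2 nM; 0.06 mM NADH, 0.2 mM pyruvate, 5 min, RT) is measured via a resazurin/diaphorase fluorescence readout of residual NADH.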
# ERG-DNA inh – blocks human ERG Ets domain binding to DNA; fluorescence polarization, His-ERG Ets domain / labelled DNA; Potency, µM (titrated, usually from 76.9 µM), for inactives: top-dose FP activity, negative = inhibition, actives largely listed as inhibitors; 370,000 tested, 0.028% active; active = well fitted inhibition curve with a large enough effect in the polarisation, with a control signal flat; inconclusive = small, poorly fitted or top-dose-only effect, or effect the other way, or a change in a side signal; inactive = no such curve, though single readings can be large or run the other way; the % refers to the polarisation;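 also: polarization taken with two DNA probes labelled with fluorescein and Texas red; potency is read from the fitted curve at half-maximal effect; % of control where 0% means no effect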
#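 His-tagged ERG Ets domain (1 uM in the protein solution; 300mM KCl, 50mM Tris-HCl, 1mM EDTA, 1mM DTT, pH 7.5) received compound, then a probe mix of 5 nM fluorescein-DNA and 100nM Texas-615-DNA. Fluorescence polarization was read for both dyes.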
# Vif-APOBEC3G blk – blocks the Vif interaction with human APOBEC3G; Q9HC16; HeLa A3G-eYFP + Vif (tagged APOBEC3G with the HIV-1 protein that degrades it), YFP fluorescence, overnight; Potency, µM (titrated, usually from 46.1 µM), without a hit: top-dose activity, negative = active, most hits filed as inhibitors; 410,000 tested, 0.076% active; AID 602310;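 also: potency is read from the fitted curve at half-maximal effect; % is scaled to controls: 0 for no effect and ±100 for the full control effect; nearly all actives have a fitted effect of over 60% in size; hits raise eYFP signal because A3G escapes Vif-driven loss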
# Target sequence (Q9HC16 whole entry, looked up): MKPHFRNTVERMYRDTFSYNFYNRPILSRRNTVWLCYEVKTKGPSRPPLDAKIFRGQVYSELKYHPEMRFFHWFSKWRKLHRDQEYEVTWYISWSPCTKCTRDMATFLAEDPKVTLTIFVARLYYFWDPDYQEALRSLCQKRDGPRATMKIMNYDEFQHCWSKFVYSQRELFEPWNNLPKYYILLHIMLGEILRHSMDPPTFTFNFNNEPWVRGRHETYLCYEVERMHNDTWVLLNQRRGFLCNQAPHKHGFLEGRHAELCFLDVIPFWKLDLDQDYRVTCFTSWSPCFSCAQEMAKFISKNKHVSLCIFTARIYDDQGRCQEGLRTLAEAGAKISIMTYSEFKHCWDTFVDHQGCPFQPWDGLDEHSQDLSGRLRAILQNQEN
#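 HeLa cells stably expressing Vif and C-terminally eYFP-tagged A3G, seeded overnight at 37 deg C, then exposed to compound by pintool overnight at 37 deg C. Rise in yellow fluorescence (Ex 488/Em 500-530, Acumen) marks blocked Vif-driven A3G degradation.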
# RGS4 inhibitor – inhibitors of human regulator of G protein signaling 4; Potency, µM (highest dose often 114 µM), for the others: top-dose activity change, negative = inhibition, usual class: inhibitors; Transcreener GDP fluorescence polarization, RGS4-accelerated GTP hydrolysis; 390,000 tested, 0.039% active; AID 504845; also: potency is read from the fitted curve at half-maximal effect; % is scaled to controls: 0 for no effect and ±100 for the full control effect; nearly all actives have a fitted effect of over 75% in size; some results filed as inactive show a strong effect at the top dose
# Target sequence (P49798 whole entry, looked up): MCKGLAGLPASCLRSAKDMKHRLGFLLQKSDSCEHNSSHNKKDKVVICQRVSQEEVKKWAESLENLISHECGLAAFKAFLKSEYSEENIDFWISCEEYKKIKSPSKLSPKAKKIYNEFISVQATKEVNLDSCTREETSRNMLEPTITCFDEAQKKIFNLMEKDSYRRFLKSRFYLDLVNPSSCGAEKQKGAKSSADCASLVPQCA
#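 MLSMR compounds (23 nl, pin-transferred) preincubated 10 min at room temperature with a 500nM (2x) first reagent, then RGS4 at 900nM (2x) plus Transcreener GDP mix added; fluorescence polarization (620/688 nm) read before and after 90 min at 30 °C.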
# Vif-APOBEC3F blk – blocks the Vif interaction with APOBEC3F; Potency, µM (top dose mostly 46.1 µM), without a hit: at the highest dose activity, negative = active; HeLa A3F-eYFP + Vif (tagged APOBEC3F with the HIV-1 protein that degrades it), YFP fluorescence increase; AID 602313; 390,000 tested, 0.2% active; also: potency is read from the fitted curve at half-maximal effect; % of control where 0% means no effect; nearly all actives have a fitted effect of over 65% in size
#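 HeLa cells stably expressing Vif plus C-terminally eYFP-tagged A3F were seeded, incubated overnight at 37 deg C, dosed with compound, incubated overnight again at 37 deg C. Yellow fluorescence (Ex 488/Em 500-530) reported blocked Vif-mediated A3F-eYFP degradation.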
# D2 ag – activates the human D2 dopamine receptor; HEK293 T-REx D2 cells, calcium flux agonist mode; activation, % at 2 µM; 340,000 tested, 0.53% active;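 active = activation over 3 SD above normal in the single-dose calcium agonist read, cut at about 30% in these data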; also: 0% is about no effect
# Target sequence (P14416 whole entry, looked up): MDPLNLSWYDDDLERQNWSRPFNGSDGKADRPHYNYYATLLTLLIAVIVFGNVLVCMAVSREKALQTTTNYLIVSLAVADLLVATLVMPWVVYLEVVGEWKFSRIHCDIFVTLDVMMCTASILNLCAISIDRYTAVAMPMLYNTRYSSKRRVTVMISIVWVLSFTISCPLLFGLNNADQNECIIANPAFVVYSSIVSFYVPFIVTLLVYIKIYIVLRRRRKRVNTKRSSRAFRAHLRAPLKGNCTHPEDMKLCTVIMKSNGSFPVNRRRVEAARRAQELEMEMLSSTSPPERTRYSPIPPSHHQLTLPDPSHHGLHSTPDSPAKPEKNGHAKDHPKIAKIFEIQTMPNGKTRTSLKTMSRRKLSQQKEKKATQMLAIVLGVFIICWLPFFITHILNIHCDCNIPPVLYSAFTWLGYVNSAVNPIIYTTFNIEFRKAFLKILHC
#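 Calcium-flux readout, 1 cycle/sec over 180 s following compound pin transfer, in inducible HEK293 Trex D2 cells (force-coupled); dopamine controls included. Positive calcium responses during this window marked compounds as potential agonists.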
# 12-LOX inh – blocks human arachidonate 12S-lipoxygenase. P18054. 580,000 tested, 1.1% active. purified 12hLO, xylenol orange hydroperoxide absorbance. Potency, µM (doses to about 108 µM), inactives show at the highest dose activity change, negative = inhibition, actives largely listed as inhibitors; also: potency is read from the fitted curve at half-maximal effect; % is scaled to controls: 0 for no effect and ±100 for the full control effect
#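 Purified human 12hLO (150 nM final) in 25 mM Hepes, 0.01% Triton X-100, pH 7.0 was preincubated 15 min at room temperature with compound. Then 40 uM arachidonic acid was added, 30 min. Hydroperoxide was read by Fe-XO absorbance ratio 573/405 nm.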
# D2 antagonist – antagonizes the human D2 dopamine receptor. HEK293 TREx D2 cells, calcium flux, dopamine EC80. inhibition, % at 10 µM. 340,000 tested, 2% active. AID 485344; in the data active = inhibition above about 30%; also: 0% is about no effect
#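 Inhibition of EC80 dopamine-driven calcium flux, recorded kinetically, defines activity here; cells are a tetracycline-induced HEK293 T-REx line expressing force-coupled D2.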
# Starred values were filed as active, the others as inactive; ? = inconclusive; . = not tested or not shown; & = joins results of further samples; [ ] = remark or other dose. Unless noted, calls follow the shape of the dose curve; as a rule, active = well fitted curve in the direction sought with a large enough effect; inconclusive = small, poorly fitted or top-dose-only effect, or another doubt; inactive = no such curve, though single readings can be large; an effect the other way counts as inactive or inconclusive. The list is partial; the hit share may differ from the screen's.
compound | 12-LOX inh | D2 ag | LDHA inh | Vif-APOBEC3G blk | D2 antagonist | ERG-DNA inh | GRP78 ERSR act | Vif-APOBEC3F blk | RGS4 inhibitor
Cc1cc(C)n2nc(SCC(=O)Nc3ccccc3)nc2n1 | 3%&-9% | 0.9 | -2&1 | 0%&-5% | 6 | -5%&4% | 0%&-1% | 13%&10% | 22%&0%
O=C1CCC[C@@H]2[C@@H](Cc3ccccc3)[C@H](N3CCN(c4ccccc4)CC3)C[C@@H]3CCN1[C@@H]32 | -3% | . | -1 | -16% | . | -4% | 1% | 0% | -16%
O=C(c1ccccc1NS(=O)(=O)c1ccc(F)cc1)N1CCCC1 | 0% | 0.1 | -5 | -1% | 14 | -10% | -1% | -6% | -6%
CC(=O)c1ccc(NC(=O)CSc2nnc(NC(=O)C3CC3)s2)cc1 | -2% | -0.9 | -3 | -2% | -6 | 8% | -4% | 5% | 2%
COc1cccc(NC(=O)CN(C)C(=O)c2csc3c2CCCC3)c1 | -28% | . | -17 | -10% | . | 5% | -7% | 3% | 8%
O=S(=O)(Nc1ncccn1)c1ccc(F)cc1 | 9% | 0.4 | -7 | 3% | 2 | 0% | 0% | 1% | -4%
CCOc1ccc(NC(=O)CN(C)C(=O)c2ccccc2-n2cnnn2)cc1OCC | 16% | -0.1 | -3 | 0% | -2 | 2% | 2% | 0% | 3%
COc1cccc(-n2c(SCC(=O)Nc3c(C)cc(C)cc3C)nc3c([nH]c4ccccc43)c2=O)c1 | -17% | 1.1 | -19 | -17% | . | 5% | -2% | 0% | 10%
COc1ccc(F)cc1S(=O)(=O)N1CCCCC1 | -7% | 1.6 | -12 | -1% | 12 | -5% | -3% | -1% | 26%
Cc1nn(C)c(C)c1NS(=O)(=O)c1ccccc1Cl | 99%[activator] | 0.0 | -7 | 1% | -4 | 14% | 0% | -4% | 10%
CN1CCN(C(=S)NC(=O)c2ccccc2Br)CC1 | 1% | 1.0 | -17 | 1% | 1 | -1% | -2% | 3% | 10%
COc1cc(CNc2ncnc3c2ncn3[C@H]2CN(Cc3ccc(F)cc3)C[C@@H](CO)O2)cc(OC)c1OC | -1% | . | -7 | -6% | . | . | -2% | . | .
C[C@H](CO)N1C[C@H](C)[C@@H](CN(C)Cc2ccncc2)Oc2c(NS(=O)(=O)c3ccccc3)cccc2C1=O | 0% | . | 2 | -16% | . | -8% | -4% | 2% | 11%
O=C(NCCC1=CCCCC1)C1CCN(C(=O)N2CCOc3ccc(Cl)cc32)CC1 | 10% | 0.0 | 5 | 1% | . | -1% | -1% | -3% | -10%
CCc1nc(C)c(C(=O)N2CCCC(C(=O)Nc3cccc(-c4cccc(C)c4)c3)C2)o1 (configuration not stated) | -20% | 0.9 | 0 | 4% | 14 | 9% | 1% | -12% | 19%
CCCNC(=O)CN1CCC(c2nc3ccccc3[nH]2)CC1 | 2% | 0.1 | 1 | 1% | -13 | 20% | -3% | 12% | ?
O=c1cc(CSc2nnc(Nc3ccccc3F)s2)nc2sccn12 | -5% | 2.3 | -5 | 3% | -6 | 1% | -6% | 7% | 3%
CCn1c(=O)cc(SCC(=O)N2CCN(C(=O)c3ccco3)CC2)c2ccccc21 | -10% | 0.1 | 1 | 1% | -1 | -3% | 4% | -7% | -7%
CCCN(C(=O)c1ccc(N(C)S(=O)(=O)c2ccc(C)cc2)cc1)C1CCS(=O)(=O)C1 (configuration not stated) | 12% | -0.5 | -7 | 0% | 10 | 0% | -2% | 4% | 16%
CC1Cc2ccccc2N1CC(=O)NC(=O)NC1CCCCC1 (configuration not stated) | ? | 0.1 | 3 | -1% | -13 | 10% | 0% | -6% | 0%
CC(C)[C@@H]1COC(c2cccc(C3=N[C@H](C(C)C)CO3)n2)=N1 | -8% | 0.2 | -15 | 3% | -25 | -2% | -1% | -5% | -2%
O=C(c1cccc(-c2nnc(-c3ccccc3)o2)c1)N1CCCCC1 | 8% | 0.9 | -7 | -3% | -13 | 1% | -3% | 5% | -9%
CCOC(=O)c1[nH]c2c(c1Cc1ccccc1OC)C(=O)CC(c1ccc(OC)cc1)C2 (configuration not stated) | 7% | 0.0 | -24 | -1% | . | 3% | -1% | -10% | 22%
COc1ccc(C(CC(=O)N2CCCC2)C(C)C)cc1 (configuration not stated) | 0% | -0.3 | -5 | 1% | -3 | 3% | -2% | -7% | 46%
O=C(Nc1ccccc1C(=O)O)c1cncc(Br)c1 | ? | 0.2 | 0 | 0% | -15 | 2% | 3% | 0% | -31%
N#CC1CN(C(c2ccccc2)c2ccccc2)C1 | 15% | -0.4 | -4 | -4% | -2 | 9% | ? | -2% | -5%
Cc1ccc([N+](=O)[O-])c(C(=O)Nc2cccnc2Cl)c1 | -4% | 0.9 | -4 | 2% | -5 | -3% | -3% | -8% | 20%
O=C(COc1ccccc1[N+](=O)[O-])Nc1cc(C(=O)O)cc(C(=O)O)c1 | -22% | 0.1 | -4 | 0% | -2 | -1% | -2% | ? | 11%
Fc1ccc(N/N=C2/CCSc3sccc32)c(F)c1 | 35µM* | 1.3 | -2 | -1% | 7 | -4% | 2% | -5% | -19%
Cc1c(C(=O)Nc2ccc(F)cc2)cn2c(nc3ccccc32)c1C#N | 1% | -0.5 | -8 | -1% | 4 | 4% | -2% | 2% | -29%
CC1(C(=O)Nc2cccc3c2CCCC3)CCN1C(=O)C1(c2ccc(Cl)cc2)CC1 (configuration not stated) | -27% | . | -2 | -4% | . | . | 2% | . | .
COc1ccc(-n2nc3c(c2NC(=O)c2cc(Br)ccc2Cl)CS(=O)C3)cc1 (configuration not stated) | 6%[57.4 µM] | 0.5 | -5 | -2% | 18 | 9% | -4% | 1% | -12%
CN(Cc1cnc2nc(N)nc(N)c2n1)c1ccc(C(=O)NC(CCC(=O)O)C(=O)O)cc1C(F)(F)F (configuration not stated) | 6% | . | 7 | 0% | . | . | -5% | -14% | -5%
CC(CCc1ccccc1)NC(=O)C(=O)N1CCOCC1 (configuration not stated) | -4% | 0.2 | -5 | 4% | -7 | -4% | -4% | 4% | 16%
COc1ccc(C(=O)CSc2nnc(CN3CCCC3)n2-c2ccc(F)cc2)c(OC)c1 | -9% | 0.4 | -14 | -6% | -1 | 4% | -9% | 4% | -6%
Cn1c(SCc2ccc([N+](=O)[O-])cc2)nc2c(c1=O)SCC2 | -9% | -0.9 | -2 | -5% | -12 | -4% | -5% | 11% | -18%
O=C(CN1C(=O)NC2(CCCC2)C1=O)N1CCN(S(=O)(=O)c2ccccc2)CC1 | 0% | 1.8 | 2 | -2% | -8 | 1% | -4% | 2% | -12%
CCOC(=O)Cn1c(=NC(=O)c2cccs2)sc2cc(C(=O)OC)ccc21 | 6% | -0.3 | 0 | -2% | 8 | 7% | 3% | 1% | -6%
COc1cc(N2CCCC2)ccc1[N+](=O)[O-] | ? | 1.7 | 3 | -1% | -2 | 4% | 1% | 2% | 1%
Cc1cc(NS(=O)(=O)c2ccc(NC(=O)c3ccc([N+](=O)[O-])cc3)cc2)nc(C)n1 | 10% | . | -6 | -1% | . | . | -2% | 0% | .
CN(Cc1ccccc1)C(=O)CCn1c(=O)oc2ccccc21 | 21%[57.4 µM] | -0.1 | -9 | 0% | 11 | -6% | -1% | 4% | -6%
COc1ccc(CCNC(=O)Cn2nnc(C(=O)Nc3cccc(C)c3C)c2N)cc1OC | -6% | 0.0 | -3 | -7% | 24 | -6% | 0% | -3% | 7%
CCC(C)(C)n1nnnc1C(c1ccccc1)N1CCN(Cc2ccccc2)CC1 (configuration not stated) | -8% | 0.9 | -7 | -6% | 5 | -2% | -2% | 0% | 11%
O=C(CNC(=O)C12CC3CC(CC(C3)C1)C2)N/N=C\c1ccccn1 | -2% | -0.2 | -5 | 0% | -3 | 0% | -4% | 6% | -5%
O=C(O)C(Cc1c[nH]c2ccccc12)NS(=O)(=O)c1cccc(Cl)c1Cl (configuration not stated) | 0% | . | -5 | 3% | . | -3% | -4% | 0% | 12%
O=C(C1CCC1)N1CCc2cc(S(=O)(=O)NCc3ccco3)ccc21 | -23% | -0.6 | 0 | 6% | -12 | 12% | -2% | -3% | -37%
CC(=O)N1c2ccc(S(=O)(=O)NCC3CCC(C(=O)Nc4ccc(F)cc4)CC3)cc2CC1C (configuration not stated) | ? | 0.2 | 2 | -4% | . | -6% | -4% | -9% | 16%

# Entries of single compounds, looked up by structure. Order of values: 12-LOX inh	D2 ag	LDHA inh	Vif-APOBEC3G blk	D2 antagonist	ERG-DNA inh	GRP78 ERSR act	Vif-APOBEC3F blk	RGS4 inhibitor
# Listed for CCC(C)(C)n1nnnc1C(c1ccccc1)N1CCN(Cc2ccccc2)CC1 (configuration not stated) = -8%	0.9	-7	-6%	5	-2%	-2%	0%	11%
# Listed for Cc1ccc([N+](=O)[O-])c(C(=O)Nc2cccnc2Cl)c1 = -4%	0.9	-4	2%	-5	-3%	-3%	-8%	20%
# Listed for O=C(COc1ccccc1[N+](=O)[O-])Nc1cc(C(=O)O)cc(C(=O)O)c1 = -22%	0.1	-4	0%	-2	-1%	-2%	?	11%
# Listed for Cn1c(SCc2ccc([N+](=O)[O-])cc2)nc2c(c1=O)SCC2 = -9%	-0.9	-2	-5%	-12	-4%	-5%	11%	-18%
# Listed for O=C(CNC(=O)C12CC3CC(CC(C3)C1)C2)N/N=C\c1ccccn1 = -2%	-0.2	-5	0%	-3	0%	-4%	6%	-5%
